Screens: PubChem, several laboratories
Keap1 Nrf2 FP – Keap1-Nrf2 protein-protein interaction inhibitors, primary screen, biochemical, fluorescence polarization, single point. Kelch-like ECH-associated protein 1 (Homo sapiens), Q14145. Keap1 Kelch-Nrf2 peptide fluorescence polarization, 1536-well. inhibition, % at 9.4 µM. 0.15% of 340,000 active; in the data active = inhibition above about 12%;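 note: human Keap1 Kelch domain with fluorescein labeled Nrf2 9mer peptide probe; 0% = neutral control wells and 100% = peptide positive control; higher means more block of Keap1 binding to Nrf2 peptide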
Target sequence (Q14145 whole entry, looked up, the tested form may be a part): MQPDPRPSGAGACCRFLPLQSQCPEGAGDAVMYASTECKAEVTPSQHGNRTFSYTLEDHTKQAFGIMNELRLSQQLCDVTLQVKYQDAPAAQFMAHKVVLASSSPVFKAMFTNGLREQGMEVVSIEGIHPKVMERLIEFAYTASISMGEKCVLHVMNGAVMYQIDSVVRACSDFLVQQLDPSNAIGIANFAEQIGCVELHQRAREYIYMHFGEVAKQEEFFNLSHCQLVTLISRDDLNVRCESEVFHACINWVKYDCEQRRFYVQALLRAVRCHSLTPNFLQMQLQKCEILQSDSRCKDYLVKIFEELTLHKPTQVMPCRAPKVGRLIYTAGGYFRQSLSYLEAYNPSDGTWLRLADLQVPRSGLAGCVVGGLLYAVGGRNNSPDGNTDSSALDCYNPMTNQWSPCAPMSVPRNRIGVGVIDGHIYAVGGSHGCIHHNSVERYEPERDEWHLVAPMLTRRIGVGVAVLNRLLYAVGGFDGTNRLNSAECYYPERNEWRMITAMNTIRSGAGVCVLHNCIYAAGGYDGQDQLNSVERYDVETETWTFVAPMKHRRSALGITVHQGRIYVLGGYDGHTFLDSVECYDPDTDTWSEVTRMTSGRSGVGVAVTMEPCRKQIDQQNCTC
PKA-R2B activ – activators of PKA-R2B holoenzyme, primary screen, biochemical, fluorescence polarization, Cy5-IP20, human. cAMP-dependent protein kinase catalytic subunit beta (Homo sapiens) + cAMP-dependent …. PKA-R2B holoenzyme dissociation; R2B truncated from residue 108, S112A mutant; 0% DMSO only, 100% 113 µM cGMP. activation, % at 11.4 µM. 0.079% of 340,000 active. AID 504700, 2011;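 active = activation above a cutoff set at the mean over all compounds plus 3 SD, cut at about 18% in these data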;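 note: higher means more holoenzyme dissociation and a rise in polarization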
Target sequence (P31323 whole entry, looked up, other chains not shown, the tested form may be a part): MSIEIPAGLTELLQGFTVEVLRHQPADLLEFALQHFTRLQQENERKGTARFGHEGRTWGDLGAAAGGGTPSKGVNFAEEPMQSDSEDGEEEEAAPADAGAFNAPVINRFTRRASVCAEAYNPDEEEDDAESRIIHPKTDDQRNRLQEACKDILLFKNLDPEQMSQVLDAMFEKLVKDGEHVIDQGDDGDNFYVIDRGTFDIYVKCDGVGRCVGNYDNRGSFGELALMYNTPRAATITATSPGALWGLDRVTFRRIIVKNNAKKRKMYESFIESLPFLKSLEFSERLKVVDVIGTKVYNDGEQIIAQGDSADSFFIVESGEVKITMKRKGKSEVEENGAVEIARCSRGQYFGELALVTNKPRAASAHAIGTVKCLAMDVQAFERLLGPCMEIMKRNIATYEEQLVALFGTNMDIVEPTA
Rtt109 HAT inh – inhibitors of C. albicans Rtt109/Vps75 HAT, primary screen, biochemical, ThioGlo CoA-SH fluorescence, plate reader; inhibition, % at 34.9 µM; Histone acetyltransferase RTT109 (Candida albicans (strain SC5314 / ATCC MYA-2876)), …; purified Rtt109/Vps75, 4 h; 0.16% of 330,000 active;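 active = inhibition of at least 50% in every replicate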
RTF Ca sens act – cardiac RTF calcium sensitivity activators, primary screen, biochemical, IANBD-TnC fluorescence, EC20 calcium; IANBD-labeled TnC RTF fluorescence at EC20 calcium; 0% EC20 calcium, 100% full calcium; activation, % at 7.2 µM; Troponin I, cardiac muscle (Homo sapiens) + Troponin T, cardiac muscle (Homo sapiens) + …; 0.24% of 340,000 active;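 active = activation above the mean over all tested compounds plus 3 SD, cut at about 30% in these data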;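 note: rise in fluorescence read as greater calcium sensitivity of cardiac thin filaments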
RTF Ca sens inh – cardiac RTF calcium sensitivity inhibitors, primary screen, biochemical, IANBD-TnC fluorescence, EC70 calcium; IANBD-labeled cardiac RTF, Ca2+ fluorescence; inhibition, % at 7.15 µM; 0.12% of 340,000 active;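 active = inhibition above the mean inhibition of all tested compounds plus 3 SD, cut at about 17% in these data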;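 note: assay run at fixed EC70 calcium of 1.6 mM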
C-LANA FP – inhibitors of KSHV C-LANA binding to DNA, primary screen, biochemical, fluorescence polarization, FAM-LBS DNA, MBP-C-LANA, single point; 0.078% of 340,000 active; inhibition, % at 9 µM; Kaposi's sarcoma herpesvirus LANA C-terminal domain (residues 932-1162) DNA binding;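 active = highest replicate inhibition at or above 60% at 9 µM, even if other replicates fall short; inactive = all replicates below 60% inhibition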;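 note: 0% = neutral control wells and 100% = 4 µM acridine orange control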
CAL PDZ FP-1 – untagged CAL PDZ binding inhibitors, primary screen, biochemical, fluorescence polarization, HTS. Golgi-associated PDZ and coiled-coil motif-containing protein (Homo sapiens), Q9HD26. purified CAL PDZ, TMR-peptide fluorescence polarization, 1 h. inhibition, % at 24.9 µM. 0.92% of 300,000 active. AID 602252, 2012;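 active = mean inhibition of at least 30% with at least half of replicates also reaching 30%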;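 note: 0% = DMSO neutral control and 100% = excess unlabeled competitor peptide PRC23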
DAGLB inh – DAGLB lipase inhibitors, primary screen, biochemical, fluorescence, HTS; Diacylglycerol lipase-beta (Homo sapiens), Q8NCG7; HEK293T DAGLB membrane lysate, EnzChek fluorogenic substrate; inhibition, % at 5.17 µM; 0.059% of 340,000 active; AID 504411, 2011; in the data active = inhibition above about 34%;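 note: 0% = enzyme with vehicle and 100% = wells lacking enzyme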
CAL PDZ FP-2 – CAL PDZ peptide-binding inhibitors, primary screen, biochemical, fluorescence polarization, Cer-tagged CAL PDZ, HTS; Golgi-associated PDZ and coiled-coil motif-containing protein (Homo sapiens), Q9HD26; inhibition, % at 20 µM; AID 504414, 2011; purified CAL PDZ, TMR-peptide fluorescence polarization, 1 h; 0.02% of 330,000 active;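 active = highest replicate inhibition of at least 40%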;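 note: plate controls were DMSO neutral control wells for no effect and unlabeled competitor peptide control wells for full effect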
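Material – purified CerCALP PDZ construct · Detection – FP readout, S and P plane fluorescence · Measure – percent inhibition from loss of millipolarization · Controls – unlabelled peptide for full inhibition, DMSO wells as neutral · Probe or stimulus – TMR-labelled reporter peptide T*-PRC34 bound in PDZ groove · Times – 1 h at RT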
SR-BI DiI-HDL act – activators of SR-BI mediated DiI-HDL uptake, primary screen, ldlA[mSR-BI] CHO cells, DiI fluorescence; 3 h; 100 = double the neutral-control signal; activation, % at 12.5 µM; 0.096% of 320,000 active; AID 504775, 2011;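 active = mean replicate activation of at least 60% and every replicate at or above 60%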;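 note: 0% = median plate neutral-control signal and 100% = twice that signal; values of inactives mirror those of a sister screen read the other way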
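Assay system: LDL receptor-deficient CHO ldlA cells overexpressing murine SR-BI / Medium: BSA-supplemented, HEPES-buffered Ham's F12, pH 7.4 / Probe or stimulus: DiI-labelled HDL at 10 µg/mL final / Timing: compound with DiI-HDL co-incubation, 3 h at 37 °C / Technique: bottom-read cell fluorescence after medium removal, ex 550/em 595 nm / Measure: HDL uptake via cellular fluorescence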
Active calls of the source: *; nt = no result given. Random draw from the library. Share with any hit: about 1.6%.

SMILES | Keap1 Nrf2 FP | PKA-R2B activ | Rtt109 HAT inh | RTF Ca sens act | RTF Ca sens inh | C-LANA FP | CAL PDZ FP-1 | DAGLB inh | CAL PDZ FP-2 | SR-BI DiI-HDL act
CC1(C)CC(=O)C=C(Nc2ccccc2NC(=O)c2cnccn2)C1 | -4 | 3 | -8 | -2 | -3 | 0.6 | -3 | -1 | -0.9 | nt
O=C(Cc1c(F)cccc1Cl)NCC1CCCO1 (stereo not drawn) | -2 | 5 | 3 | 3 | -3 | 1.8 | -4 | 5 | -2.2 | 10
O=C(NC1CC(=O)N(c2ccc(Cl)cc2)C1)N1CCN(C(=O)c2ccco2)CC1 (stereo not drawn) | -1 | 6 | 7 | 8 | -6 | -1.3 | -4 | 2 | 0.5 | 32
CCSc1nc2c(c(-c3ccc(C)o3)c1C#N)CCCC2 | -5 | -6 | -3 | 1 | 2 | -0.7 | 0 | -17 | -2.1 | nt
Oc1ccc(Cl)cc1N=Cc1sc2ccccc2c1Cl | -5 | 0 | 1 | 5 | -6 | 1.8 | 3 | 1 | 0.7 | -5
O=C(c1ccc(CS(=O)(=O)c2ccc(Br)cc2)o1)N1CCOCC1 | 0 | -7 | 9 | -3 | -6 | 0.1 | nt | 1 | 0.4 | 17
CCOc1ccccc1NC(=O)CSc1nnc(CNC(=O)c2cc(OC)c(OC)c(OC)c2)o1 | -4 | -6 | 14 | -6 | -2 | 0.3 | 3 | 0 | -1.4 | -30
CNC(=O)COC(=O)c1ccccc1C(=O)c1ccc(Cl)c([N+](=O)[O-])c1 | -4 | 0 | -2 | 1 | -9 | -1.2 | 3 | -2 | -0.6 | -22
O=C(NCc1ccc(F)cc1)c1cccc(NC2=NC3CS(=O)(=O)CC3S2)c1 (stereo not drawn) | 2 | -1 | -2 | -3 | -4 | 0.5 | nt | -1 | -0.2 | 17
C#CCOCCOCCOCCNc1nc(N2CCOCC2)nc(N2CCN(C(=O)[C@H](CCCCN)n3cc([C@@H](N)C(C)CC)nn3)CC2)n1 (stereo partly drawn) | -5 | -4 | 7 | 0 | 6 | 1.3 | -3 | 1 | -1.7 | 21
Cc1cccc(NC(=O)c2cccc(N3C(=O)CCC3=O)c2)c1 | 0 | -1 | 2 | 0 | 2 | 0.4 | -2 | -1 | -2.1 | 12
Nc1nc(N)n(-c2ccccc2)c(=Nc2ccccc2)n1 | 4 | -4 | -8 | 4 | -5 | -0.5 | -1 | 1 | 0.5 | 18
CCN(CC)CCN(C(=O)Cn1nnc(-c2ccc(C)o2)n1)C(C(=O)NC(C)(C)C)c1cccs1 (stereo not drawn) | -1 | -3 | 15 | 3 | -7 | -1.4 | 3 | -1 | 0.3 | 9
CC(C)CCNC(=O)C(c1cccnc1)N(Cc1ccccc1)C(=O)Cn1nnc2ccccc21 (stereo not drawn) | 0 | -12 | 8 | -1 | 5 | 0.1 | -3 | 5 | -2.5 | 6
Cc1ccc(N(Cc2cc3ccccc3[nH]c2=O)C(=O)c2ccco2)c(C)c1 | -3 | -11 | 9 | 5 | -2 | 0.4 | -1 | 5 | -1.6 | -40

Gathered by group: the entries above with an aryl thioether with sulfur outside any ring (2)
SMILES | Keap1 Nrf2 FP | PKA-R2B activ | Rtt109 HAT inh | RTF Ca sens act | RTF Ca sens inh | C-LANA FP | CAL PDZ FP-1 | DAGLB inh | CAL PDZ FP-2 | SR-BI DiI-HDL act
CCSc1nc2c(c(-c3ccc(C)o3)c1C#N)CCCC2 | -5 | -6 | -3 | 1 | 2 | -0.7 | 0 | -17 | -2.1 | nt
CCOc1ccccc1NC(=O)CSc1nnc(CNC(=O)c2cc(OC)c(OC)c(OC)c2)o1 | -4 | -6 | 14 | -6 | -2 | 0.3 | 3 | 0 | -1.4 | -30

More compounds follow:
SMILES | Keap1 Nrf2 FP | PKA-R2B activ | Rtt109 HAT inh | RTF Ca sens act | RTF Ca sens inh | C-LANA FP | CAL PDZ FP-1 | DAGLB inh | CAL PDZ FP-2 | SR-BI DiI-HDL act
O=C(Nc1cccnc1)c1cccc(S(=O)(=O)N2CCOCC2)c1 | 1 | 10 | -3 | -6 | 0 | 0.5 | -1 | 1 | 0.7 | 20
COc1ccc(S(=O)(=O)N2CCC(C(=O)N3CCc4ccccc4C3)CC2)cc1OC | 1 | 3 | -10 | 0 | -9 | 0.0 | -1 | 0 | -0.3 | 4
CCOC(=O)c1c(SCC(=O)Nc2nccs2)nc(C)c(C)c1C | 1 | 1 | -7 | 3 | -6 | 0.6 | -2 | -5 | -3.3 | -25
Cc1onc(-c2c(Cl)cccc2Cl)c1-c1nnc(-c2ccc(Cl)cc2)o1 | 0 | -2 | nt | 1 | -1 | -0.5 | -8 | -18 | 0.2 | -45
COc1ccc(NC(=O)c2cc3c(=O)n4ccccc4nc3n2C)c(OC)c1 | -4 | 3 | -15 | -3 | -5 | -0.5 | 5 | -1 | 1.2 | 11
CCO[C@H]1OC(C(=O)N2CCN(Cc3ccccc3)CC2)=C[C@@H](c2ccccc2)[C@@H]1CCCO | -5 | 0 | 10 | 6 | 0 | 0.7 | 0 | 1 | -1.3 | 0
Cc1ccc(S(=O)(=O)N2CCCCC2)cc1NC(=O)COC(=O)c1ccc(=O)[nH]c1 | -3 | -4 | 3 | 6 | 2 | 0.3 | nt | 0 | 0.6 | 16
CCO/C=C1/C(=O)N(Cc2ccccc2)C(=O)c2ccccc21 | -1 | -2 | -7 | 6 | 7 | 4.3 | -4 | -1 | 0.2 | -5
O=C(CN(C(=O)CNS(=O)(=O)c1ccc(F)cc1)c1cccc(F)c1)NCC1CCCO1 (stereo not drawn) | -1 | 2 | 0 | -2 | -12 | -0.2 | -1 | -1 | -1.6 | -7
Cc1ccc(C)c(NC(=S)NNC(=O)c2csc(C(C)C)c2)c1 | 4 | 4 | -9 | -1 | -6 | 0.1 | nt | 1 | -0.9 | -19
CCOC(=O)c1ccc(NC(=O)c2nc[nH]c2C(=O)N[C@@H](C)C(=O)OC(C)(C)C)cc1 | -2 | 6 | -8 | -1 | -20 | 1.8 | -8 | 1 | -1.9 | -3
Cc1ccc(Cn2c(=N)c(C(=O)NCc3ccco3)cc3c(=O)n4ccccc4nc32)cc1 | -1 | -18 | 2 | 3 | -10 | 1.1 | nt | 5 | -2.1 | -20
O=C(NCCN1CCOCC1)c1cc(Cl)ccc1Cl | 3 | 8 | -3 | -3 | 2 | 1.6 | -2 | -1 | -0.3 | 17
CC(C)CN1C(=O)C(=O)N(CC(=O)N2c3ccccc3NC(=O)CC2C)C1=O (stereo not drawn) | -5 | 6 | -3 | -4 | -10 | -0.9 | 1 | 3 | -1.7 | -15
CCN(CC)CCNC(=O)c1ccc(NC(=O)c2cc(S(=O)(=O)N3CCCCC3)ccc2C)cc1 | -2 | 1 | -3 | -1 | -9 | 2.4 | -5 | -2 | -0.5 | 2
CC1(C)C(=O)Nc2ccccc2N1C(=O)COC(=O)c1cccc(O)c1 | -2 | 3 | -7 | -4 | 1 | -1.2 | 2 | 1 | -1.0 | -10
COc1cnc(-c2ccccn2)nc1Sc1ccccc1 | -4 | -3 | -19 | 4 | -2 | 0.0 | 9 | 0 | -1.3 | 19
COc1ccc2cc3cc(C(=O)N4CC(C)CC(C)C4)oc3nc2c1 (stereo not drawn) | 3 | 1 | 1 | -5 | -3 | -2.7 | 2 | -3 | -0.5 | 12
O=C(Nc1ccc(NC(=O)c2cc([N+](=O)[O-])ccc2N2CCOCC2)cc1)c1cccs1 | 2 | 0 | 9 | 0 | 3 | -1.8 | -6 | 3 | -3.1 | -64
O=C1CCC(=O)N1c1ccc(CSc2nnnn2C2CCCCC2)cc1 | 2 | 6 | 4 | 5 | -1 | -2.4 | -1 | -3 | nt | -7
Cc1ccc(NC(=O)OCCN2CCN(Cc3ccccc3)CCC2=O)cc1 | 0 | -5 | 1 | 6 | -8 | -2.4 | -1 | 0 | -3.2 | 17
COc1cc2c(cc1OC)C(c1ccc(C(F)(F)F)cc1)CC(=O)N2 (stereo not drawn) | -3 | -4 | 0 | 1 | 0 | -2.4 | 0 | -2 | 0.9 | 1
Cc1cc(/C=N/NC(=O)Cn2c3ccccc3c(=O)c3ccccc32)c(C)n1-c1ccc(Cl)cc1 | -4 | -1 | 1 | 2 | 3 | -0.9 | -8 | -2 | -0.9 | -11
O=c1c2ccccc2c(C=Nc2cccc(S(=O)(=O)NC3=NCCCCC3)c2)c(O)n1Cc1ccccc1 | 5 | -8 | 24 | -5 | -3 | -0.1 | nt | -2 | 0.7 | nt

6 consecutive compounds already listed, quoted:
SMILES | Keap1 Nrf2 FP | PKA-R2B activ | Rtt109 HAT inh | RTF Ca sens act | RTF Ca sens inh | C-LANA FP | CAL PDZ FP-1 | DAGLB inh | CAL PDZ FP-2 | SR-BI DiI-HDL act
O=C(Nc1ccc(NC(=O)c2cc([N+](=O)[O-])ccc2N2CCOCC2)cc1)c1cccs1 | 2 | 0 | 9 | 0 | 3 | -1.8 | -6 | 3 | -3.1 | -64
O=C1CCC(=O)N1c1ccc(CSc2nnnn2C2CCCCC2)cc1 | 2 | 6 | 4 | 5 | -1 | -2.4 | -1 | -3 | nt | -7
Cc1ccc(NC(=O)OCCN2CCN(Cc3ccccc3)CCC2=O)cc1 | 0 | -5 | 1 | 6 | -8 | -2.4 | -1 | 0 | -3.2 | 17
COc1cc2c(cc1OC)C(c1ccc(C(F)(F)F)cc1)CC(=O)N2 (stereo not drawn) | -3 | -4 | 0 | 1 | 0 | -2.4 | 0 | -2 | 0.9 | 1
Cc1cc(/C=N/NC(=O)Cn2c3ccccc3c(=O)c3ccccc32)c(C)n1-c1ccc(Cl)cc1 | -4 | -1 | 1 | 2 | 3 | -0.9 | -8 | -2 | -0.9 | -11
O=c1c2ccccc2c(C=Nc2cccc(S(=O)(=O)NC3=NCCCCC3)c2)c(O)n1Cc1ccccc1 | 5 | -8 | 24 | -5 | -3 | -0.1 | nt | -2 | 0.7 | nt
